# Screening data as filed in PubChem BioAssay.
# Yeast growth tox: Inhibitors of S. cerevisiae growth, toxicity | S. cerevisiae wild-type growth, A595 turbidity, 16 h | growth inhibition, % at 25 µM (by protocol) | 30,000 compounds, 0.3% hits;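 active = mutant and wild-type yeast strains alike exhibit over 30% growth inhibition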;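 note: 0% = untreated cell controls and 100% = YPD media blanks without cells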
#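 System – wild-type and eIF2Bepsilon-R284H mutant S. cerevisiae, screened separately · Measured by – absorbance at 595 nm (turbidity) · Timing – 16 h compound exposure during growth at 30 °C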
# eIF2B yeast act: modulators of yeast eIF2B activity; S. cerevisiae eIF2B-epsilon R284H, GCN4-lacZ luminescence; inhibition, % at 25 µM (by protocol); 27,000 compounds, 0.91% hits; AID 688;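 active = mutant luminescence inhibited past about 50% while wild type luminescence and mutant growth stay under set limits, limit read from the data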; note: some compounds called inactive have numbers as strong as hits
#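 material = yeast eIF2B-epsilon R284H mutant carrying GCN4–beta-galactosidase fusion | schedule = 16 h growth with compound at 30 °C, 90 min Beta-Glo step | measured by = luminescence and A595 | compound dosing = one concentration, 25 µM, 0.25% DMSO | read-out basis = % inhibition of reporter signal and growth versus controls | buffer or medium = YPD medium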
# Yeast growth tox inhibition %: recorded beside Yeast growth tox, whose call it bears; growth inhibition, %; S. cerevisiae eIF2Bepsilon-R284H mutant growth, A595 turbidity, 16 h;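 each compound tested once at 25 µM; 0% equals untreated cells and 100% equals cell-free medium blanks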
# eIF2B yeast act mutant toxicity: further read-out of eIF2B yeast act, marked with its call; growth inhibition, %; measured here: mutant yeast growth, toxicity;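 each compound tested once at 25 µM; zero equals untreated control growth and 100 equals blank medium absorbance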
# The depositor's hits bear a star; · = not tested or not shown.
# Codes: A = Yeast growth tox; B = Yeast growth tox inhibition %; C = eIF2B yeast act; D = eIF2B yeast act mutant toxicity
canonical_smiles: CN(C)CCCNC1CS(=O)(=O)CC1O (stereo unspecified)
  A: 25	B: 10	C: 15	D: 10
canonical_smiles: CC1=CC(c2ccccc2)n2nc(N3C(=O)CCC3=O)nc2N1 (stereo unspecified)
  A: 14	B: 4	C: -34	D: 4
canonical_smiles: O=C(CSc1nc(-c2ccncc2)nn1CC(=O)N1CCCCC1)NC1CCCC1
  A: 2	B: -12	C: 10	D: -12
canonical_smiles: O=C(O)C1C2C=CC(C2)C1C(=O)NC1CCS(=O)(=O)C1 (stereo unspecified)
  A: ·	B: ·	C: 32	D: ·
canonical_smiles: CC(C)(C)C(=O)C(Cc1ccccc1)n1cncn1 (stereo unspecified)
  A: 62*	B: 35*	C: 26	D: 35
canonical_smiles: COC(=O)CCCCCC(CCC(=O)OC)NC(C)=O (stereo unspecified)
  A: -2	B: -13	C: 18	D: -13
canonical_smiles: COc1cccc(OC)c1NC(=O)CN1CCC(NC(=O)c2cccc(F)c2)CC1
  A: 10	B: -6	C: ·	D: ·
canonical_smiles: CCCCOc1ccc(C(=O)Nc2ccc(N3CCN(C(=O)C(C)C)CC3)cc2)cc1
  A: ·	B: ·	C: -27	D: ·
canonical_smiles: CCOc1ccc(S(=O)(=O)NCC2CCCO2)c2cccnc12 (stereo unspecified)
  A: 5	B: 3	C: 3	D: 3
canonical_smiles: O=C1c2ccccc2CCC12N=NCC2c1ccc(Cl)cc1 (stereo unspecified)
  A: -24	B: 10	C: 0	D: 10
canonical_smiles: Cc1nnc(SCC(=O)Nc2ncc3c(n2)CCCC3=O)s1
  A: 6	B: 0	C: -40	D: ·
canonical_smiles: Cn1nnnc1SCC(=O)Nc1ccc(Cl)cc1Cl
  A: -7	B: -17	C: -15	D: -17
canonical_smiles: CC(NC(=O)c1ccc2c(c1)OCCO2)C(=O)O (stereo unspecified)
  A: 27	B: 3	C: 26	D: 3
canonical_smiles: COCCn1c(=S)[nH]c2cc(OC)c(OC)cc2c1=O
  A: ·	B: ·	C: 14	D: ·
canonical_smiles: CC1CCN(CCC(=O)Nc2ccc(Br)cc2)CC1
  A: ·	B: ·	C: -14	D: ·

# A different layout for some results above.
mol | Yeast growth tox | Yeast growth tox inhibition % | eIF2B yeast act | eIF2B yeast act mutant toxicity
O=C1c2ccccc2CCC12N=NCC2c1ccc(Cl)cc1 (stereo unspecified) | -24 | 10 | 0 | 10
COCCn1c(=S)[nH]c2cc(OC)c(OC)cc2c1=O | · | · | 14 | ·
CCCCOc1ccc(C(=O)Nc2ccc(N3CCN(C(=O)C(C)C)CC3)cc2)cc1 | · | · | -27 | ·
CC(NC(=O)c1ccc2c(c1)OCCO2)C(=O)O (stereo unspecified) | 27 | 3 | 26 | 3
COC(=O)CCCCCC(CCC(=O)OC)NC(C)=O (stereo unspecified) | -2 | -13 | 18 | -13

# Later entries.
# Codes: A = Yeast growth tox; B = Yeast growth tox inhibition %; C = eIF2B yeast act; D = eIF2B yeast act mutant toxicity
canonical_smiles: O=C(NCc1ccco1)c1cc(-c2cccnc2)nc2ccc(Cl)cc12
  A: -66	B: -50	C: 24	D: -50
canonical_smiles: O=C(CN1C(=O)c2ccccc2S1(=O)=O)Nc1ccc(S(=O)(=O)N2CCCCCC2)cc1
  A: -4	B: -4	C: ·	D: ·
canonical_smiles: CC(C)c1ccc(NC(=O)C(c2ccccc2)N2CCN(C=O)CC2)cc1 (stereo unspecified)
  A: 5	B: -18	C: 19	D: -18
canonical_smiles: CCC1CCCCN1CCCNC(=O)C1CCC(Cn2c(=O)[nH]c3ccccc3c2=O)CC1 (stereo unspecified)
  A: 10	B: 16	C: ·	D: ·
canonical_smiles: COc1ccccc1-c1nc(SCc2ccccn2)n[nH]1
  A: -2	B: 13	C: 0	D: 13
canonical_smiles: COc1ccccc1N1CCN(S(=O)(=O)c2cccs2)CC1
  A: 11	B: 13	C: ·	D: ·
canonical_smiles: Cc1ccc(Cl)cc1NC(=O)CC1NCCNC1=O (stereo unspecified)
  A: -2	B: -11	C: 45	D: -11
canonical_smiles: CN1c2cccc3cccc(c23)N(C)C1(C)C
  A: ·	B: ·	C: -3	D: ·
canonical_smiles: Cc1cc(=O)[nH]c(N=N/C(=N/Nc2ccc(O)cc2)c2ccccc2)n1
  A: -1	B: 10	C: 50*	D: ·
canonical_smiles: Cc1oc2c(CN(C)C)c(O)ccc2c(=O)c1-c1ccc2ccccc2n1
  A: 11	B: 21	C: 19	D: 21
canonical_smiles: COc1ccc(N2CCN(C(=O)c3ccc(NS(=O)(=O)c4ccccc4)cc3)CC2)cc1
  A: -6	B: -8	C: -2	D: -8
canonical_smiles: O=C(O)c1cc2cc(Cl)cc(Cl)c2oc1=O
  A: -1	B: -18	C: 27	D: -18
canonical_smiles: O=C(c1ccc2ccccc2c1)N1CCN(c2ccc(C(F)(F)F)cn2)CC1
  A: -10	B: -36	C: -17	D: -36
canonical_smiles: Cc1nnc(SCC(=O)c2ccc(S(=O)(=O)N3CCOCC3)cc2)n1-c1ccccc1
  A: -4	B: -10	C: 11	D: -10
canonical_smiles: Cc1c(CNC(=O)c2cnn3c2NC(c2ccc(Br)cc2)CC3C(F)(F)F)cnn1C (stereo unspecified)
  A: 18	B: 0	C: 4	D: ·
canonical_smiles: CN(C)c1ccc(S(=O)(=O)c2ccc(Cl)cc2)cc1
  A: -23	B: 13	C: 20	D: 13
canonical_smiles: O=C1CCCC2=C1C(c1ccncc1)c1c(nc(SCc3ccccc3Cl)[nH]c1=O)N2 (stereo unspecified)
  A: 12	B: 15	C: ·	D: ·
canonical_smiles: CCOC(=O)c1sc2nc(C)n(CC(=O)NCC3CCCO3)c(=O)c2c1C (stereo unspecified)
  A: -19	B: 0	C: 3	D: ·
canonical_smiles: Cc1cc(N2CCOCC2)c2c(N)cc(C)c(C)c2n1
  A: 3	B: 16	C: 24	D: 16
canonical_smiles: CCCOc1cccc(C2/C(=C(/O)c3ccncc3)C(=O)C(=O)N2CCCN(C)C)c1 (stereo unspecified)
  A: 16	B: 10	C: 7	D: 10
canonical_smiles: Cc1ccc(S(=O)(=O)N2CC3(C)CN(S(=O)(=O)c4ccc(C)cc4)CC(C)(C2)C3)cc1
  A: 4	B: 13	C: ·	D: ·
canonical_smiles: CC(=N)C1=C(O)CC(C)(C)CC1=O
  A: -6	B: -29	C: 15	D: -29
canonical_smiles: NC(=O)CSc1nc2c(sc3ccccc32)c(=O)n1CCCN1CCOCC1
  A: 6	B: 2	C: 18	D: 2
canonical_smiles: Cc1ccc(-c2cc3nc(-c4ccccc4)cc(N4CCC5(CC4)OCCO5)n3n2)cc1
  A: ·	B: ·	C: 7	D: ·
canonical_smiles: COCCNC(=O)CN1CCC(NC(=O)Nc2ccccc2)CC1
  A: -8	B: 11	C: 19	D: 11
canonical_smiles: Fc1cccc(Nc2cc(-n3cccn3)ncn2)c1
  A: -6	B: 33	C: 19	D: 33
canonical_smiles: CCOc1ccc(OCC)c(S(=O)(=O)N2CCC(C)CC2)c1
  A: 0	B: 3	C: 17	D: 3
canonical_smiles: O=C(O)Cn1c(C(F)(F)F)nc2ccccc21
  A: 0	B: 0	C: 14	D: ·
canonical_smiles: CCC1(CC)Cc2ccccc2-c2nc(-c3ccccc3)oc(=O)c21
  A: 9	B: 13	C: ·	D: ·
canonical_smiles: O=C(c1ccc(Cn2c(=O)[nH]c3ccccc3c2=O)cc1)N1CCN(c2ccc(F)cc2)CC1
  A: -13	B: 0	C: 25	D: ·

# An excerpt of these results, as labelled records.
Cc1ccc(-c2cc3nc(-c4ccccc4)cc(N4CCC5(CC4)OCCO5)n3n2)cc1
  Yeast growth tox: ·	Yeast growth tox inhibition %: ·	eIF2B yeast act: 7	eIF2B yeast act mutant toxicity: ·

COCCNC(=O)CN1CCC(NC(=O)Nc2ccccc2)CC1
  Yeast growth tox: -8	Yeast growth tox inhibition %: 11	eIF2B yeast act: 19	eIF2B yeast act mutant toxicity: 11

Fc1cccc(Nc2cc(-n3cccn3)ncn2)c1
  Yeast growth tox: -6	Yeast growth tox inhibition %: 33	eIF2B yeast act: 19	eIF2B yeast act mutant toxicity: 33

CCOc1ccc(OCC)c(S(=O)(=O)N2CCC(C)CC2)c1
  Yeast growth tox: 0	Yeast growth tox inhibition %: 3	eIF2B yeast act: 17	eIF2B yeast act mutant toxicity: 3

# Profiles from above:
# Results for `O=C(c1ccc(Cn2c(=O)[nH]c3ccccc3c2=O)cc1)N1CCN(c2ccc(F)cc2)CC1` → Yeast growth tox = -13; Yeast growth tox inhibition % = 0; eIF2B yeast act = 25; eIF2B yeast act mutant toxicity = ·
# Results for `Fc1cccc(Nc2cc(-n3cccn3)ncn2)c1` → Yeast growth tox = -6; Yeast growth tox inhibition % = 33; eIF2B yeast act = 19; eIF2B yeast act mutant toxicity = 33
# Results for `CN(C)c1ccc(S(=O)(=O)c2ccc(Cl)cc2)cc1` → Yeast growth tox = -23; Yeast growth tox inhibition % = 13; eIF2B yeast act = 20; eIF2B yeast act mutant toxicity = 13

# Later entries.
# Codes: A = Yeast growth tox; B = Yeast growth tox inhibition %; C = eIF2B yeast act; D = eIF2B yeast act mutant toxicity
canonical_smiles: CCc1c(C)sc(NC(=O)c2ccco2)c1C(=O)N1CCOCC1
  A: 9	B: -4	C: -36	D: -4
canonical_smiles: Cc1ccc(C)c(OCC(=O)Nc2ccc3c(c2)OCO3)c1C
  A: 6	B: 8	C: 21	D: 8
canonical_smiles: COC(=O)Nc1nc2c(C)cccc2s1
  A: ·	B: ·	C: -1	D: ·
canonical_smiles: Cc1ccc(Cl)cc1NC(=O)COC(=O)C12CC3CC(CC(C3)C1)C2
  A: 4	B: -19	C: 31	D: -19
canonical_smiles: CCOC(=O)c1c(N2CCCCC2)c2ccccc2[nH]c1=O
  A: 12	B: 20	C: ·	D: ·
canonical_smiles: CC(C)(C)C(=O)Nc1c2c(nc3c1CCC3)CCCC2
  A: 9	B: -15	C: -18	D: -15
canonical_smiles: CCOC(=O)c1c(-c2cccs2)csc1NC(=O)CC(C)C
  A: 14	B: 21	C: 29	D: 21
canonical_smiles: Cn1c(-c2ccc(Cl)cc2)cnc1N
  A: 25	B: 17	C: 14	D: 17
canonical_smiles: c1ccc(CNc2nc(N3CCOCC3)nc(N3CCOCC3)n2)cc1
  A: -1	B: 18	C: 15	D: 18
canonical_smiles: Cc1cc(NS(=O)(=O)c2ccc(Nc3nc(-c4sc(NC(=O)c5ccccc5)nc4C)cs3)cc2)no1
  A: -4	B: 9	C: ·	D: ·

# Some of the compounds tested (hit frequency here may not be typical).
